TbMetRS inhib: blocks T. brucei methionyl-tRNA synthetase activity. purified T. brucei MetRS, ATP depletion, Kinase-Glo luminescence. inhibition, % at 11.9 µM. 0.4% of 360,000 active. AID 624268;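 active = inhibition above a per-plate cutoff of the control wells' mean inhibition plus 3 SD, cut at about 5.5% in these data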;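 note: 0% = DMSO wells median and 100% = median of wells with control inhibitor compound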
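Dosing: 11.9 µM compound single dose, 0.9% DMSO; Assay system: purified T. brucei MetRS enzyme; Measured by: Kinase-Glo luciferase luminescence reporting remaining unconsumed ATP; Schedule: 15 min plus 2 h at 25 °C.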
LMPTP inh: blocks human LMPTP phosphatase | 0.22% of 360,000 active | AID 651560 | recombinant LMPTP-A, OMFP fluorogenic substrate, fluorescence intensity | P24666 | inhibition, % at 20 µM;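 active = compounds that cut the enzyme signal by at least half of the control window in the single-dose screen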;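 note: plate controls were DMSO wells with enzyme plus substrate for no effect and substrate without enzyme for full effect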
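Test system – LMPTP-A phosphatase enzyme · Quantity – 0.625 nM LMPTP-A final · Reagent – OMFP substrate, 400 µM final · Dosing – one test concentration per compound, 20 µM, with 3% DMSO overall · Timing – 50 min enzyme reaction at room temperature, protected from light · Detection – fluorescence intensity · Controls – substrate-only low control, DMSO enzyme-plus-substrate high control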
PABP1 MLLE inh: blocks PAM2 peptide binding to the PABP1 MLLE domain. P11940. GST-MLLE / FITC-PAM2 fluorescence polarization. inhibition, % at 20 µM. 0.36% of 360,000 active. AID 588489; in the data active = inhibition above about 35%, passing the limit was not always enough;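 note: plate controls were DMSO wells with GST-MLLE for no effect and wells lacking GST-MLLE protein for full effect; some results filed as inactive read as strong as hits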
SUMO1 PPI mod: SUMO1-SIM interaction modulation. P63165. SUMO1 binding to a labelled peptide, TR-FRET, 1 h. inhibition, % at 20 µM. 0.33% of 360,000 active; in the data active = inhibition above about 37%
Target sequence (P63165 whole entry, looked up): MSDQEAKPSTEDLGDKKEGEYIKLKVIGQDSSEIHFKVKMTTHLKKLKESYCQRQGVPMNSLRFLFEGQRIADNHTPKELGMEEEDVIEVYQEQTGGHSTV
STEP inh: blocks human striatal-enriched tyrosine phosphatase; P54829; recombinant STEP, OMFP fluorogenic substrate, fluorescence; inhibition, % at 20 µM; 0.25% of 360,000 active; AID 588621;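 active = inhibition at 20 µM, scaled per plate between control wells, above about 37%, limit read from the data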;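 note: 0% = DMSO with enzyme and substrate and 100% = substrate only without enzyme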
Target sequence (P54829 whole entry, looked up): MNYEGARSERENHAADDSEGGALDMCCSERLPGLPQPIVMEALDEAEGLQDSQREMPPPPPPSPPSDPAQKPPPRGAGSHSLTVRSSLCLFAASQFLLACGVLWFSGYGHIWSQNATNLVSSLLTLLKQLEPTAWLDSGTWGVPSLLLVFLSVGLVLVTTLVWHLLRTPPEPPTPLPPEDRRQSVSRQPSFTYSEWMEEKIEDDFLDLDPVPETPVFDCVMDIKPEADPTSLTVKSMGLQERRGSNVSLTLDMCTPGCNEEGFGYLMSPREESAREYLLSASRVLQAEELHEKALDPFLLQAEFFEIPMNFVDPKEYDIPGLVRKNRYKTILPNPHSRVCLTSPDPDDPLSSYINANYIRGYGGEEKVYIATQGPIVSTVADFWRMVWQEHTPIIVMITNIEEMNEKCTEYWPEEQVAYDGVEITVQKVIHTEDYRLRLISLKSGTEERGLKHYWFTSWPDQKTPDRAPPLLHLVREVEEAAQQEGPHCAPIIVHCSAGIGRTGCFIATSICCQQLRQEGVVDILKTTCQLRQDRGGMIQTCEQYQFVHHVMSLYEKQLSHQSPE
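material = STEP tyrosine phosphatase | reagent = fluorogenic phosphatase substrate OMFP at 25 µM final | doses = single compound dose of 20 µM, 1% DMSO final | schedule = 20 min reaction, room temperature, in the dark | measured by = fluorescence, 480/540 nm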
Scp1 inh: inhibitors of human Scp-1 phosphatase. Recombinant Scp1, phosphopeptide, malachite green phosphate absorbance. 0.88% of 340,000 active. Q9GZU7. inhibition, % at 20 µM. AID 493091;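 active = inhibition above about 50% at 20 µM, limit read from the data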;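 note: plate controls were DMSO wells with enzyme for no effect and wells lacking enzyme for full effect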
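Test system: SCP-1 catalytic domain; Buffer or medium: Acidic Tris acetate buffer with magnesium and detergent; Also added: Phosphorylated 17-residue peptide substrate; Compound: single 20 µM dose, 1% DMSO; Schedule: enzyme reaction 45 min at room temperature, colour 5 min, stabilisation 30 min; Signal: Phosphate-binding colour reagent, absorbance read at 630 nm.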
NadD inh: inhibitors of Staphylococcus aureus NadD; AID 602399; 0.78% of 360,000 active; inhibition, % at 20 µM; purified NadD enzyme, colorimetric absorbance read-out; in the data active = inhibition above about 26%; note: some compounds past the cut are filed as inactive
CSN deneddyl inh: blocks human CSN-mediated cullin deneddylation; 0.38% of 360,000 active; Q92905; inhibition, % at 12.5 µM; Purified CSN, SCF-Nedd8-OG deneddylation, fluorescence polarization;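 active = pattern-corrected inhibition above about 35%, with an unprinted fluorescence ratio check between 0.5 and 1.5, limit read from the data, passing the limit was not always enough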;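 note: 0% = enzyme with substrate and 100% = substrate without enzyme; some results filed as inactive read as strong as hits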
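Detection – fluorescence polarization · System – HEK293T-derived human Csn5 enzyme · Controls – substrate-only high control, full reaction low control · Timing – 90 min, room temperature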
Rpn11 inh: inhibitors of human proteasome Rpn11; O00487; human 26S proteasome, Ub4-pepOG fluorescence polarization; 20S core pre-blocked with epoxomicin; calls only at 20 µM; 0.59% of 360,000 active;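 active = inhibition at 20 µM, scaled to each plate's controls, above about 33%, limit read from the data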
Target sequence (O00487 whole entry, looked up): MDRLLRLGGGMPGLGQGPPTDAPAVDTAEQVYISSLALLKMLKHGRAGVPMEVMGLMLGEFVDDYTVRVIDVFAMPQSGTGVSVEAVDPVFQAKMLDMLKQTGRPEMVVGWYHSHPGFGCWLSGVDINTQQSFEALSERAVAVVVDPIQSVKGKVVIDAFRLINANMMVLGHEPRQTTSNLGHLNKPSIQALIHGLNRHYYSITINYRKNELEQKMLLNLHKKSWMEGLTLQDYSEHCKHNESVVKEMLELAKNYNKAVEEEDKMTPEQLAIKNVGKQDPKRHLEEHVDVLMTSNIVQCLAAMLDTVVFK
DNMT1 inh: blocks human DNA methyltransferase DNMT1 | inhibition (reported as % activation of signal), % at 10 µM | DNMT1 molecular beacon, Hinp1I cleavage, fluorescence | P26358 | 0.83% of 360,000 active | AID 588458; in the data active = inhibition above about 50%
Active calls of the source: *; i = inactive; · = no result given.

SMILES	TbMetRS inhib	LMPTP inh	PABP1 MLLE inh	SUMO1 PPI mod	STEP inh	Scp1 inh	NadD inh	CSN deneddyl inh	Rpn11 inh	DNMT1 inh
COc1cc(CCCN2C(=S)NC[C@@H]2CCCCN)cc(OC)c1OC	-0.3	-2.3	-44	0	1	2	-3	5	i	1
Cn1nc(-c2ccccc2)cc1NC(=O)c1ccc(Cl)cc1	-0.3	-1.2	-1	0	2	-2	-6	-7	i	-2
COc1ccc2nc(NC(=O)C34CC5CC(CC(NC(C)=O)(C5)C3)C4)sc2c1	-0.4	-1.1	-12	-1	0	-2	-4	1	i	4
CCNC(=S)NNC(=O)CC(C)C	0.1	-2.0	11	-1	-3	-11	-3	-2	i	2
CCOC(=O)c1ccc(N/C=C/C(=O)C(C)(C)C)cc1	-0.1	0.6	-15	-8	14	1	2	-6	i	-2
CC(C)(C)NC(=O)CSc1nncn1NCc1ccccc1	0.7	-1.3	11	0	-2	-2	0	-9	i	0
CCOc1ccc(S(=O)(=O)Nc2cccc(C(=O)N(C)CC(=O)Nc3cccc(OC)c3)c2)cc1	-0.1	-8.0	-10	-79	-2	-10	2	3	i	-13
COc1ccccc1C1CC(c2cccs2)=NN1C(=O)CCC(=O)O (stereo not drawn)	-1.0	0.1	-27	-1	3	-5	-2	5	i	-5
Cc1noc(C)c1CSCC(=O)N(CCC(C)C)c1c(N)n(Cc2ccccc2)c(=O)[nH]c1=O	0.3	0.8	5	-3	-1	-5	-1	-2	i	0
COc1ccc(C(C(=O)NC2CCCC2)n2c(C3CCN(C(C)=O)CC3)nc3ccccc32)cc1 (stereo not drawn)	0.3	-1.2	·	-6	·	·	·	-1	·	·
CN(C)/C=N/c1cc(=O)n(C)c(=O)n1CC1CC1	0.3	-0.4	3	2	-1	-5	-3	-2	i	9
CCOC(=O)c1ccc(NC(=O)c2c(NC(=O)CCC(=O)O)sc3c2CCCCC3)cc1	-1.0	0.4	-27	5	4	-3	6	6	i	-26
CCCCc1cc(=O)oc2cc(OCC(=O)NCc3ccccn3)c(Cl)cc12	-0.1	-0.8	5	-2	-1	-9	-3	-3	i	19
Cc1ccc(C(=O)Nc2cc(S(=O)(=O)N3CCOCC3)ccc2N2CCCC2)cc1	-0.3	-2.0	9	5	-2	-12	3	3	i	4
O=C(Nc1ccccc1)N(CCN1CCOCC1)Cc1cccc(Cl)c1	-1.9	-2.0	-1	1	-4	-6	-1	-2	i	3
COc1cccc(C2=Nc3cccc4cccc(c34)N2)c1	-0.3	5.6	10	5	2	-5	0	0	i	-29
O=C(C1CCN(S(=O)(=O)Cc2ccccc2)CC1)N1CCN(c2ncccn2)CC1	-0.4	4.7	-2	20	18	-5	-3	101*	i	-13
Cc1cc(C(=O)N/N=C/C=C/c2ccc(Br)cc2)n[nH]1	0.0	34	-7	0	29	52*	7	0	i	12
COc1ccc(N2C(=O)CN(Cc3cc(OC)c(OC)c(OC)c3)C2=S)cc1	0.3	0.2	4	-4	-1	-7	-4	-2	i	0
CC(=O)c1cccc(Oc2ncccn2)c1	-0.3	-2.0	7	2	2	-2	-1	-3	i	7
COc1ccc(-c2csc(C(C)(O)c3cccnc3)n2)cn1 (stereo not drawn)	0.3	-1.6	8	-1	-1	·	-7	-1	i	3
O=C1NC(=Nc2ccccc2)SC1Cc1cccc(Cl)c1Cl (stereo not drawn)	0.1	-1.7	-14	-1	2	-5	2	-10	i	2
Cc1c(NS(=O)(=O)c2cccc(C(=O)NCc3ccc(Cl)cc3)c2)c(=O)n(-c2ccccc2)n1C	0.9	-1.1	3	1	5	-2	-5	-2	i	4
CCCOc1ccc(C2c3c(oc4ccccc4c3=O)C(=O)N2CCN(CC)CC)cc1OC (stereo not drawn)	-0.5	-5.4	3	-8	-4	3	-7	2	i	1
COC(=O)c1ccsc1NC(=O)CCS(=O)(=O)c1ccc(Cl)cc1	-0.3	0.1	-27	-3	2	1	6	-2	i	-5
COC(=O)c1c(-c2ccccc2)nn(-c2ccccc2)c1C(=O)OC	-1.1	1.1	-3	5	0	-6	-7	2	i	1
COc1ccccc1CNc1cc(-c2ccccc2)ccc1OC	-0.6	3.0	6	-1	0	-4	3	-21	i	-11
Cc1ccc(-c2noc(C3CCN(S(C)(=O)=O)CC3)n2)o1	-0.1	-1.2	-5	5	3	-3	-1	-4	i	1
Cc1ccccc1-c1csc(C(C)(O)c2cccnc2)n1 (stereo not drawn)	-0.1	-0.8	-3	-1	-2	·	-2	-2	i	2
Cc1nn(CC(=O)NCC2CCCO2)c(=O)c2ccccc12 (stereo not drawn)	-0.9	-1.4	-10	-1	5	-4	-3	5	i	-1

In a second layout: entries from further up.
Sequence of screens: TbMetRS inhib	LMPTP inh	PABP1 MLLE inh	SUMO1 PPI mod	STEP inh	Scp1 inh	NadD inh	CSN deneddyl inh	Rpn11 inh	DNMT1 inh
- Cc1c(NS(=O)(=O)c2cccc(C(=O)NCc3ccc(Cl)cc3)c2)c(=O)n(-c2ccccc2)n1C
    0.9	-1.1	3	1	5	-2	-5	-2	i	4
- CCCOc1ccc(C2c3c(oc4ccccc4c3=O)C(=O)N2CCN(CC)CC)cc1OC (stereo not drawn)
    -0.5	-5.4	3	-8	-4	3	-7	2	i	1
- COC(=O)c1ccsc1NC(=O)CCS(=O)(=O)c1ccc(Cl)cc1
    -0.3	0.1	-27	-3	2	1	6	-2	i	-5
- COC(=O)c1c(-c2ccccc2)nn(-c2ccccc2)c1C(=O)OC
    -1.1	1.1	-3	5	0	-6	-7	2	i	1
- COc1ccccc1CNc1cc(-c2ccccc2)ccc1OC
    -0.6	3.0	6	-1	0	-4	3	-21	i	-11
- Cc1ccc(-c2noc(C3CCN(S(C)(=O)=O)CC3)n2)o1
    -0.1	-1.2	-5	5	3	-3	-1	-4	i	1

More results.
SMILES	TbMetRS inhib	LMPTP inh	PABP1 MLLE inh	SUMO1 PPI mod	STEP inh	Scp1 inh	NadD inh	CSN deneddyl inh	Rpn11 inh	DNMT1 inh
CN1C(=S)SC(N(O)C=C2C=CC(=O)C=C2)C1(C)C (stereo not drawn)	0.4	-0.7	6	-1	5	4	12	1	i	-1
Cc1nnc(NC(=O)CCC(=O)N2CCN(CCOc3cccc4ccccc34)CC2)s1	-0.3	-0.8	3	6	0	-11	-7	0	i	0
Cc1cc(=O)[nH]c(SCC(=O)Nc2c(C)n(C)n(-c3ccccc3)c2=O)c1C#N	-0.2	-1.1	13	2	0	1	1	-1	i	0
O=C(NCCS(=O)(=O)N1CCN(c2cccc(Cl)c2)CC1)c1cc(=O)c2ccccc2o1	-0.5	3.6	7	-8	-1	-7	15	0	i	-3
N/C(Cc1cccc2ccccc12)=N\OC(=O)c1cccs1	·	4.3	-9	12	-2	-11	1	2	i	-6
CC(=O)Nc1nnc(S(=O)(=O)N2CCN(c3ccc(Cl)cc3[N+](=O)[O-])CC2)s1	0.2	1.8	-3	-23	1	-3	-2	-5	i	0
O=C(NC1CCCC1)C(c1c(F)cccc1Cl)N(C(=O)c1csnn1)C1CC1 (stereo not drawn)	0.8	-2.2	12	1	4	-5	0	2	i	4
O=C(CN1C(=O)C2(OCCO2)c2ccccc21)c1ccc(F)cc1	-0.8	1.5	10	0	-2	-2	-3	5	i	3
Cn1nc(-c2ccccc2)cc1NC(=O)[C@@H]1O[C@H](CO)[C@H](O)[C@H](O)[C@H]1O	-0.2	2.5	-4	1	-1	·	-1	0	i	-4
COc1ccc(C(=O)/C=C/C(=O)N(CC(=O)NC2CCCCC2)Cc2ccccc2OC)c(O)c1	-0.2	1.3	19	-2	2	-10	1	2	i	-14
Cc1ccc(CN2CCN(Cc3cnc(C)s3)CC2CCO)cc1 (stereo not drawn)	0.1	0.4	8	3	-3	-6	4	-15	i	-4
CCCN(CCC)c1nc2c(C)cccn2c(=O)c1/C=C1/SC(=S)N(Cc2ccco2)C1=O	-0.6	7.5	-79	-41	-7	-7	2	50	·	13
Cc1occc1-c1nc(-c2ccncc2)no1	-0.1	-0.6	-4	1	-3	-6	0	-4	i	-2
CCn1cc(C(=O)OCC(=O)c2cc(C)n(-c3ccccc3)c2C)c(=O)c2ccc(C)nc21	-0.1	1.0	3	11	3	0	3	-8	i	-2
Cc1cccc(-c2noc(CCC(=O)NCc3ccccc3)n2)c1	-0.5	-0.7	-1	-1	2	-3	4	-1	i	0
C=CCn1c(SCC(=O)NC2CCCCC2)nnc1-c1cccnc1	-0.3	0.7	-2	-1	-1	2	-4	1	i	2
Cc1c(C(=O)Nc2c(C)n(C)n(-c3ccccc3)c2=O)oc2ccc(Cl)cc12	-0.6	-0.4	-2	4	2	-8	2	-5	i	1
O=C(CCS(=O)(=O)c1cccc2nonc12)Nc1ccc(Br)cc1	2.3	-0.5	11	-36	-3	-15	-5	3	i	2
CCC[N+]1(CC#CC(O)(c2ccccc2)C2CCCCC2)CCCCC1 (stereo not drawn)	-0.4	-1.0	-13	-5	2	-9	-8	3	i	-2
COc1ccc(NS(=O)(=O)c2cc(NC(=O)c3cncc(Br)c3)ccc2OC)cc1	0.1	0.3	3	-4	1	-5	0	1	i	-5
COC(=O)C[C@@H]1C[C@H]2c3cc(N(C)C)ccc3O[C@H]2[C@H](CO)O1	-0.6	-0.6	-1	4	0	·	3	2	i	1
O=C(Nc1ccc(O)cc1C(=O)O)c1ccc(NC(=O)c2ccco2)cc1	0.6	-1.1	-2	21	-3	-5	1	1	i	-4

Compound activity: PubChem BioAssay, several laboratories
